# Screening results deposited in PubChem BioAssay by National Center for Advancing Translational Sciences (NCATS).
# ERK EGF block – blocks ERK signaling stimulated by EGF; Potency, µM (top dose mostly 11.5 µM), for inactives: at the highest dose activity change, negative = inhibition, hits mostly inhibitors; HEK293-V1b, EGF-stimulated phospho-ERK AlphaScreen; AID 1454; 130,000 tested, 0.41% active; active = well fitted inhibition curve with a large enough effect; inconclusive = small, poorly fitted or top-dose-only effect, or effect the other way;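 note: plate controls were stimulated vehicle wells for no effect and unstimulated vehicle basal for full effect; nearly all actives have a fitted effect of over 55% in size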
#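 HEK293 cells stably expressing V1b receptor, serum-reduced (1% FBS) overnight, pretreated 30 min with compound, then stimulated 5 min with 25 nM EGF; phospho-ERK detected by AlphaScreen SureFire. AC50 from Hill fits, normalized to DMSO and EGF.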
# * marks the source's active call; other numbers are inactive results; ? = inconclusive; & = joins results of further samples; [ ] = remark or other dose. Potency is the fitted concentration of half-maximal effect. Only part of the results is shown (hit frequency here may not be typical).
canonical_smiles	ERK EGF block
Clc1ccc(C[n+]2cc(-c3ccccc3)n3c2CCCCC3)c(Cl)c1	-3.4%
O=C(COn1nnc2ccc(C(F)(F)F)cc21)Nc1c(Cl)cccc1Cl	3.6%
CCN1CCN(C(=O)CN(c2cccc(Br)c2)S(=O)(=O)c2ccccc2)CC1	-3.9%
Cn1cc(C(=O)NC2CCCCCC2)c(=O)c2cc(S(=O)(=O)N3CCCC3)ccc21	7.3%
CC1Cc2ccccc2N1S(=O)(=O)c1cnc(Cl)c(Br)c1 (stereo not drawn)	1.1%[57.5 µM]
COc1ccccc1-c1nnc(NC(=O)CSc2nncn2C)s1	-7.1%
COC(=O)NC1(C(F)(F)F)C(=O)Nc2c1c(=O)n(C)c(=O)n2C (stereo not drawn)	-9.8%
NS(=O)(=O)c1ccc(NC(=O)COC(=O)c2ccc(Cl)cc2[N+](=O)[O-])cc1	-1.2%[57.5 µM]
O=C(CCNS(=O)(=O)c1c(Cl)cccc1Cl)OCC(=O)c1ccccc1F	-0.8%
COc1cc(C=O)ccc1OCCCOc1ccc([N+](=O)[O-])cc1	-2.6%
Fc1ccc(Nc2ccnc(Nc3ccc(F)cc3)n2)cc1	?
O=C(COC(=O)CCC(=O)c1cccs1)Nc1ccc(Cl)cn1	24.6%
NCCCC[C@H]1CNC(=S)N1CC1CCCCC1	8.4%[57.5 µM]
O=C(CSc1nncc2ccccc12)Nc1cccc(C(=O)O)c1	-1.9%[57.5 µM]
CC(=O)c1ccc(Sc2ccccn2)c([N+](=O)[O-])c1	-3.2%[57.5 µM]
CSc1nc(=S)n(Cc2ccccc2)c(C)c1C(C)=O	8.7%
O=C1OCC/C1=C\c1ccccc1	10.6%
Cc1ccc(OC(=O)c2cccc([N+](=O)[O-])c2)c(-n2nc3ccccc3n2)c1	-0.7%
CC(C)(C)C1CCC(=NNC(=O)C(=O)NCc2cccnc2)CC1 (stereo not drawn)	-2.2%
O=C(NC1CCCC1)C(c1ccsc1)N(CCc1ccccc1)C(=O)Cc1cccs1 (stereo not drawn)	1.0%
COc1ccc(CNC(=O)COC(=O)/C=C/c2cccc(Br)c2)cc1	-5.3%
COc1ccc(-n2nc([N+](=O)[O-])c(=NCc3cccnc3)n2O)cc1	-5.3%
CCOc1ccc(-n2c(=O)c3ccccc3c3ccccc3c2=O)cc1	4.5%[57.5 µM]
COC(=O)CN1C(=O)N/C(=C/c2cc3c(cc2OC)OCO3)C1=O	-0.9%
O=C(NC(=S)Nn1cnc2c(cnn2-c2ccccc2)c1=O)c1ccc(Oc2ccccc2)cc1	10.1%
CCCCC(=O)N(CCOC)c1nnc(-c2cccnc2)s1	-8.9%
CCOc1ccc(C2NC(=O)c3sc(=S)n(-c4ccccc4)c3N2)cc1 (stereo not drawn)	12.4%
CC(=O)/C(C#N)=C1\NC(=O)C(Cc2ccccc2C)S1 (stereo not drawn)	-5.2%[57.5 µM]
COC(=O)C(CCSC)NC(=O)c1cc2c(n(-c3ccc(C)cc3)c1=O)CCCC2=O (stereo not drawn)	?
Cc1cc(N/N=C2/CCCc3ccccc32)nc2ccccc12	-0.2%
CN1CCN(C(=O)c2ccc(N(C)S(=O)(=O)c3cccs3)cc2)CC1	-4.1%
Cc1c(N=C2C=C(Br)C(=O)C(Br)=C2)c(=O)n(-c2ccccc2)n1C	?
Cc1ccc(S(=O)(=O)NNC(=S)NCCc2ccccc2)cc1	-5.2%[57.5 µM]
COc1ccc(/C=C/c2nc3ccccc3n2Cc2ccc(OC)c(OC)c2)cc1	-8.1%
Cc1ccccc1CSc1nnc(CCCCCNC(=O)OC(C)(C)C)o1	3.6%[57.5 µM]
O=C(CSc1nnnn1C1CCCCC1)Nc1ccccc1N1CCOCC1	13.4%
Cc1csc(NC(=O)COCC(=O)O)c1-c1nc2ccccc2s1	14.7%[57.5 µM]
COc1ccc(C2=[N+]([O-])C(C)(C)N(O)C2C)cc1 (stereo not drawn)	-2.3%
CN1C(=O)/C(=C/c2cn(CC(=O)NCc3ccco3)c3ccccc23)NC1=S	0.2%
COc1cc(OC)cc(C(=O)N[C@H](C(=O)Nc2nc3ccc(S(C)(=O)=O)cc3s2)C(C)C)c1	-7.0%
O=C(C1CCCC1)N1CCN=C1SCc1cccc([N+](=O)[O-])c1	?
CCOc1cc(/C=C2\C(=O)N(c3cccc(C(F)(F)F)c3)C(=O)c3ccccc32)ccc1O	5.8%
COc1ccc(NC(=S)N(Cc2ccc(C(=O)O)cc2)Cc2ccc(OC)c(OC)c2)cc1	-10.3%
COc1ccc(C)cc1NC(=O)Nc1cccc(C(=O)O)c1	5.9%
Cc1ccn2c(CNCCn3cccn3)c(C(=O)N3CCCCCC3)nc2c1	-8.6%[57.5 µM]
Cc1[nH]c(=O)c(C#N)cc1-c1ccncc1	11.6%
CC(C)(C)NC(=O)C(=O)NNC(=O)c1ccco1	-3.3%
Cn1c(=O)c([N+](=O)[O-])c(Cl)c2ccccc21	4.3%
O=C(NCc1cccnc1)c1cccc(-c2cc3ccccc3oc2=O)c1	3.6%
CC(C)c1ccc(NC(=S)Nc2ccc3[nH]c(=O)[nH]c3c2)cc1	-12.8%[57.5 µM]
O=C(c1ccc(Cl)nc1)N1CCC(Cc2ccccc2)CC1	-2.7%[57.5 µM]
Cc1cccc(N2CCN(C(=S)NC3CCCCC3)CC2)c1C	-5.8%[57.5 µM]
COc1ccc(CCNC(=O)c2ccc3ccccc3n2)cc1OC	-7.3%
Cn1c(O)c(C=Nc2ccc(N3CCOCC3)cc2)c(=O)n(C)c1=S	-2.8%
CC(CNS(=O)(=O)c1ccccc1)Sc1ncccn1 (stereo not drawn)	2.6%[57.5 µM]
CCCCC(=O)NC(=S)Nc1cc(C(=O)O)ccc1OC	1.4%
CCC(CC)c1nnc(NC(=O)/C=C/c2ccco2)s1	6.6%
CC1(C)CC(=O)C=C(NNC(=O)OC(C)(C)C)C1	5.4%
c1cn(-c2ccc(-c3ccnc4ncnn34)cc2)cn1	-12.2%
O=C1CCCC2=C1Sc1ccccc1N2	-0.3%[57.5 µM]

# The listing continues:
canonical_smiles	ERK EGF block
Cc1ccc(-n2ncc3c(SCc4ccccn4)ncnc32)c(C)c1	-3.7%
N#CC(C(=O)NC1CCCCC1)c1nc2ccccc2nc1N1CCN(c2ccccc2F)CC1 (stereo not drawn)	?
COc1ccc(-c2nc3n(c2C)CCC3)cc1	0.5%[57.5 µM]
CCOC(=O)N1CCC(Nc2ncnc3c2cnn3-c2ccccc2)CC1	1.3%
CC1=C(C(=O)c2ccccc2)C(c2cccc([N+](=O)[O-])c2)NC(=S)N1 (stereo not drawn)	-1.3%
CC(C)(C)c1ccc(N2C(=O)CSC2c2cccnc2)cc1 (stereo not drawn)	8.7%[57.5 µM]
CC(NC(=O)C1(c2cccs2)CCOCC1)c1ccccc1 (stereo not drawn)	-8.4%
CC(C)Sc1nc(SCC(=O)O)c2c3c(sc2n1)COC(C)(C)C3	12.4%[57.5 µM]
O=C(COc1ccccc1)Nc1ccccc1NS(=O)(=O)c1cccs1	-2.0%
COC(=O)c1sc(N)c(C(=O)OC)c1COC(=O)CNS(=O)(=O)c1ccc(C)cc1	-0.7%
O=C1Nc2ccccc2N(O)N1c1ccc(S(=O)(=O)N2CCOCC2)cc1	4.9%
Cc1ccc(-c2cc(C(=O)N/N=C/c3c[nH]c4ccccc34)n[nH]2)o1	8.1%

# Retrieved by structure from the list above, seven records:
canonical_smiles	ERK EGF block
COC(=O)c1sc(N)c(C(=O)OC)c1COC(=O)CNS(=O)(=O)c1ccc(C)cc1	-0.7%
CCOC(=O)N1CCC(Nc2ncnc3c2cnn3-c2ccccc2)CC1	1.3%
Cc1ccc(-c2cc(C(=O)N/N=C/c3c[nH]c4ccccc34)n[nH]2)o1	8.1%
O=C1Nc2ccccc2N(O)N1c1ccc(S(=O)(=O)N2CCOCC2)cc1	4.9%
N#CC(C(=O)NC1CCCCC1)c1nc2ccccc2nc1N1CCN(c2ccccc2F)CC1 (stereo not drawn)	?
Cc1ccc(-n2ncc3c(SCc4ccccn4)ncnc32)c(C)c1	-3.7%
CC(NC(=O)C1(c2cccs2)CCOCC1)c1ccccc1 (stereo not drawn)	-8.4%

# Remaining list, next part:
canonical_smiles	ERK EGF block
c1ccc2oc(-c3ccc(Nc4nc(N5CCCC5)nc(N5CCOCC5)n4)cc3)nc2c1	3.5%
O=C(c1cc2ccc([N+](=O)[O-])cc2oc1=O)N1CCOCC1	3.2%
Cc1cc(=O)oc2cc(OCC(=O)OCC(=O)Nc3ccc(C(C)C)cc3)ccc12	3.8%
O=C(CN1C(=O)c2ccccc2C1=O)N1CCN=C1c1ccccc1	-15.4%[57.5 µM]
COC(=O)c1sccc1NC(=O)C1CCCCC1C(=O)O (stereo not drawn)	-8.5%
COC(=O)CNC(=O)C12CC3CC(C1)CC(c1ccc(C)cc1)(C3)C2	-4.1%
CCC(C)[C@H](NC(=O)NCCC1=CCCCC1)C(=O)OC (stereo partly drawn)	8.7%[57.5 µM]
O=[N+]([O-])c1ncccc1Oc1nc(-c2cccnc2)nc2ccccc12	0.2%
NS(=O)(=O)c1ccc(NC(=O)c2ccc(S(=O)(=O)N3CCOCC3)o2)cc1	-3.1%[57.5 µM]
CCCCOc1c(Br)cc(/C=N/O)cc1OCC	2.6%
CCC(=O)c1ccc(OCC(=O)O)c(OC)c1	23.7%
CSc1ccccc1C(=O)Nc1nc2ccccc2[nH]1	-4.8%
CCN(CC)S(=O)(=O)c1ccc(F)cc1	-5.7%
O=C(NNC(=O)c1cc(-c2cccnc2)nc2ccccc12)Nc1ccc(Cl)cc1	-2.4%
CN(C)C(=O)c1coc2nc3ccccc3nc12	9.2%[57.5 µM]
CCOc1ccc(CCNc2nc3ccccc3n3cnnc23)cc1OCC	?
COCCNC(=O)C(c1c[nH]c2ccccc12)N(C(=O)c1snc(C(N)=O)c1N)c1cccc(OC)c1 (stereo not drawn)	-1.9%
O=C(O)CCC(=O)Nc1cccc(-c2csc(-c3ccccc3)n2)c1	8.1%
Cc1cc(C(=O)N/N=C/c2sc(N3CCOCC3)nc2-c2ccccc2)c(C)o1	?
CC(CN1CCOCC1)OC(=O)Cc1ccc(Cl)cc1 (stereo not drawn)	-0.4%
O=C(Cn1cnc([N+](=O)[O-])n1)NCCc1ccccc1	6.2%
COc1ccc(N2CCN(CCNC(=O)c3ccc4c(c3)[nH]c(=S)n3c5ccccc5nc43)CC2)cc1	41.8%
O=C(Cn1cnnn1)Nc1cccc([N+](=O)[O-])c1	1.7%
COCCNC(=O)C(=O)NNS(=O)(=O)c1ccc2ccccc2c1	2.4%
CC(/C=N/NC(=O)c1cc(C(C)C)[nH]n1)=C\c1ccccc1	2.3%
O=C(O)CCC(=O)N1N=C(c2ccccc2)CC1c1cccs1 (stereo not drawn)	-5.0%[57.5 µM]
CCCn1c(=N)n(CC(O)COc2ccc(C)cc2)c2ccccc21 (stereo not drawn)	?
O=C(COC(=O)c1cc([N+](=O)[O-])ccc1NCCO)c1ccccc1	1.3%
CC(C)C(=O)OC1CCS(=O)(=O)c2sccc21 (stereo not drawn)	0.8%
COc1ccc(N(CC(=O)NCCSCc2ccco2)S(=O)(=O)c2ccc(C)cc2)cc1	-8.5%
CC(=O)Nc1ccc(S(=O)(=O)NC(C(=O)O)C(C)O)cc1 (stereo not drawn)	-13.6%[57.5 µM]
CCc1ccc(C(=O)NC(C(=O)NCC2CCCO2)C(C)C)cc1 (stereo not drawn)	-13.2%
Cc1cc(C)n(CCN(C)C(=O)CCc2nnc(-c3ccc4c(c3)OCO4)o2)n1	-12.2%
O=c1cc(CN2CCN(c3ccccc3F)CC2)c2cc(O)c(-c3ccccc3)cc2o1	4.8%
Cc1ccc(CC2SC(=O)NC2=O)cc1Cl (stereo not drawn)	4.6%
COC(=O)CNC(c1ccccc1)c1cc(C)ccc1NC(=O)c1cccc(Cl)c1 (stereo not drawn)	9.1%
O=C(NCc1ccco1)C1CC(c2ccc(F)cc2)=NO1 (stereo not drawn)	13.5%[57.5 µM]
O=C(/C=C/c1ccccc1)Oc1cccc(C(=S)N2CCOCC2)c1	-4.7%
O=C(NCc1nnc(SCc2ccc(F)cc2)n1-c1ccc(F)cc1)C12CC3CC(CC(C3)C1)C2	9.0%
O=C(O)CCCNC(=O)C(c1ccccc1)c1ccccc1	2.5%&1.6%
O=S(=O)(NCc1c(Cl)cccc1Oc1ccccc1)c1ccc(F)cc1	2.5%[57.5 µM]
O=C(CCCN1C(=O)/C(=C\c2ccccc2)SC1=S)Nc1ccc(O)cc1	6.4%
CN(C)c1ccc2c3c(cccc13)C(=O)N(c1ccccc1)C2=O	14.1%
CCC(C)(C)NC(=O)C(c1ccco1)N(C(=O)CNC(=O)c1cccs1)c1cccnc1 (stereo not drawn)	-3.5%
Cc1cc(C)c(C)c(S(=O)(=O)Nc2ccc(C(N)=O)cc2)c1C	0.2%
CCN(CC)S(=O)(=O)c1ccc(N2CCOCC2)c(NC(=O)c2c3c(nc4ccccc24)CCC3)c1	-6.4%
COC(=O)CCCC1=CC2=CC(=O)C(C)(OC(=O)c3cccs3)C(=O)C2=CN1CCc1c[nH]c2ccccc12 (stereo not drawn)	-10.5%[57.5 µM]
Cc1cc(C(=O)OCC(=O)Nc2ccccc2[N+](=O)[O-])c2ccccc2n1	1.2%
Cc1coc2c1C(=O)C(=O)c1c-2ccc2c(C)cccc12	1.7%[57.5 µM]
